TAG inh: reduces triacylglycerol accumulation in H9c2 cells | inhibition, % at 12.5 µM | Nile Red lipid (TAG) fluorescence; cells loaded with 200 µM oleic acid | AID 651582 | 0.66% of 230,000 active;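 active = pattern-corrected inhibition of lipid staining of at least 50% with the nuclear-stain viability signal not falling by more than 50%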;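 also: 0% = DMSO wells and 100% = triacsin C control wells; some results filed as inactive read as strong as hits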
TAG inh DAPI viability: second read-out of TAG inh, no call of its own (marks repeat the call); DAPI nuclei signal change (viability), lower = more cytotoxic, %;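 whole-well DAPI fluorescence read on a plate reader as a viability signal; minus 50 percent equals half of cells still viable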
The depositor's hits bear a star.

SMILES	TAG inh	TAG inh DAPI viability
COc1cccc(OC(=O)c2cc3ccccc3oc2=O)c1	-1	10
CCCS(=O)(=O)N1CCN(C(=O)c2cccnc2)CC1	-8	-1
Cc1cccc(C)c1NC(=O)CNC(=O)c1c(C)nn(-c2ccccc2)c1C	7	-5
N#Cc1c(-c2ccccc2)nc(SCc2nc(N)nc(N3CCCCC3)n2)[nH]c1=O	-11	-14
CCCN1CCN(C(=S)Nc2ccc3nc(N4CCN(CC)CC4)cc(C)c3c2)CC1	16	6
Cc1cc(C)cc(N(CC(=O)NCc2ccco2)C(=O)CCC(=O)Nc2nccs2)c1	-2	2
CCOc1cc(CNCc2cccnc2)ccc1OCC(=O)NC(C)(C)C	2	1
Fc1ccccc1OCCCn1ccnc1	-2	-29
CC1CC(C)CN(C(=O)COC(=O)c2ccc3ncsc3c2)C1 (stereo not given)	6	4
O=C(CN1C(=O)c2cccc([N+](=O)[O-])c2C1=O)OCC(=O)N1CCCCC1	1	-9
COc1cc(OC)cc(C(=O)N[C@H](C(=O)OCC(=O)N2CCc3ccccc32)C(C)C)c1	5	1
O=C(/C=C/c1ccc(F)cc1)NC(=S)N1CCN(Cc2ccccc2)CC1	-5	-8
CN(Cc1nccs1)C(=O)c1ccc(OC2CCN(CCc3ccccc3)CC2)cc1	1	5
CC(=O)Oc1ccc(C(=O)Nc2ccc(C3(C#N)CCCC3)cc2)cc1	1	-5
COc1ccc(C(C)(C)C)cc1NC(=O)CSc1ncn[nH]1	1	-3
COc1ccc(OC)c(S(=O)(=O)Nc2c(C)cccc2C)c1	-5	5
CCC(C)(C)NC(=O)CN(C(=O)CCC(=O)Nc1nccs1)c1cccc(C)c1	10	-9
COc1ccc(-n2nnc3c(SCC(=O)c4ccccc4)ncnc32)cc1	1	-4
O=C(Nc1cccc(Cl)c1)Nc1ccccc1NS(=O)(=O)c1cccs1	-3	-3
Cc1ccc2cccc(OCC(=O)NCCC3=CCCCC3)c2n1	0	3
Cc1ccc(NC(=O)CCC(=O)NNC(=O)NC2CCCCC2)c(C)c1	-2	-2
COc1ccc(CCNC(=O)COC(=O)/C=C/c2cc(OC)c(OC)c(OC)c2)cc1OC	20	1
CCOC(=O)C1=C(C)NC2=C(C(=O)C(C(=O)OCC)C(c3ccccc3OC)C2)C1c1ccccn1 (stereo not given)	-2	15
O=c1nc(N2CCCC2)nc(Nc2ccccc2)[nH]1	0	1
Cc1ccc(NC(=O)CCC(=O)NN=Cc2ccc(C)o2)c(C)c1	14	-2
C=CCn1c(=NC(=O)c2cccs2)sc2cccc(OC)c21	-12	22
CCCOc1ccc(C(=O)Nc2cc(S(=O)(=O)N3CCOCC3)ccc2N2CCOCC2)cc1	-3	-11
O=C1NC[C@H](Cc2ccccc2)N(CC2CCN(CCCCc3ccccc3)CC2)C1=O	3	7
CCC(=O)Nn1cnc2c(c1=O)C1(CCCCC1)Cc1ccccc1-2	-4	-1
CC(=O)c1c(C)[nH]c(C(=O)OCc2nnc(-c3ccccc3)o2)c1C	-21	0
O=C(NC(N1CCOCC1)C(Cl)(Cl)Cl)c1ccccc1Cl (stereo not given)	13	-9
CN(C)C(CNC(=O)c1ccc(Cl)c(S(=O)(=O)N2CCCCCC2)c1)c1ccccc1 (stereo not given)	-3	0
COc1cc(OC)cc(-c2cc3nc(C)c(CCC(=O)Nc4nc(C)cs4)c(C)n3n2)c1	-9	18
Cc1cc(C(=O)COC(=O)[C@H](C)NC(=O)c2ccco2)c(C)n1Cc1ccco1	18	-20
CC(C)Nc1nnc(SC(C)C(=O)Nc2ccc(Cl)cn2)s1 (stereo not given)	-16	5
CC1COc2ccccc2N1S(=O)(=O)c1ccc(Cl)cc1 (stereo not given)	-13	-4
Cc1ccc(OC2CCN(C(=O)C3CCC(=O)N(C4CC4)C3)CC2)cc1 (stereo not given)	2	-1
Cc1noc(C)c1NC(=O)Nc1cccc2c1O[C@@H](CN(C)C(=O)Nc1ccc3c(c1)OCO3)[C@@H](C)CN([C@H](C)CO)C2=O	-8	1
Cc1ccc(S(=O)(=O)N2CCCCC2)cc1C(=O)Nc1ccc(S(=O)(=O)Nc2ncccn2)cc1	3	2
NS(=O)(=O)c1ccc(CCNC(=O)c2ccc(Cn3c(=O)[nH]c4ccccc4c3=O)cc2)cc1	13	1

Random excerpt: 4 compounds from above.
SMILES	TAG inh	TAG inh DAPI viability
CCOc1cc(CNCc2cccnc2)ccc1OCC(=O)NC(C)(C)C	2	1
COc1ccc(CCNC(=O)COC(=O)/C=C/c2cc(OC)c(OC)c(OC)c2)cc1OC	20	1
CN(C)C(CNC(=O)c1ccc(Cl)c(S(=O)(=O)N2CCCCCC2)c1)c1ccccc1 (stereo not given)	-3	0
CC1CC(C)CN(C(=O)COC(=O)c2ccc3ncsc3c2)C1 (stereo not given)	6	4

The list continues.
SMILES	TAG inh	TAG inh DAPI viability
COCCOC(=O)c1[nH]c2c(c1C)C(=O)CC(c1ccccc1)C2 (stereo not given)	80*	-44*
O=C(NCCN1CCN(C(=O)c2ccc([N+](=O)[O-])cc2)CC1)C(=O)Nc1ccc(F)cc1	-17	2
CC(=O)c1c(C)n(-c2ccccc2)c2ccc(OCC(N)=O)cc12	0	16
CCN(C(=O)C1CCCN1S(=O)(=O)c1ccc2c(c1)n(C)c(=O)c(=O)n2C)c1ccccc1 (stereo not given)	-10	-8
Cc1ccc(S(=O)(=O)NCc2ccccn2)c(C)c1	-12	2
COc1cc(OC)cc(-c2nc3nc(C)c(CCC(=O)NCC(OC)OC)c(C)n3n2)c1	0	-8
Brc1ccccc1-c1nnc(CSc2nncn2-c2ccccc2)o1	21	1
CC1CCc2sc3ncnc(N4CCOCC4)c3c2C1 (stereo not given)	6	-14
O=C1c2ccccc2C(=O)N1CCCn1c2ccc(Cl)cc2c2nc3ccccc3nc21	-3	2
Cc1nn(-c2nc3ccccc3[nH]2)c(=O)c2ccccc12	3	-5
O=C(O)CCN1CCc2ccccc21	4	-1
O=C(Nc1nnc(S(=O)(=O)N2CCCCCC2)s1)c1ccccc1Cl	-7	-5
COC(=O)C1=C(C)N(c2cccc3ccccc23)C(=O)C1	-7	-13
N#CCCN(C(=O)COC(=O)Cc1ccc(Br)cc1)c1ccccc1	-11	-2
Cc1nnc(SCC(=O)NCc2ccc3c(c2)OCO3)n1C	-4	9
C[C@H](CO)N1C[C@H](C)[C@@H](CN(C)S(=O)(=O)c2ccc(F)cc2)Oc2ccc(NC(=O)CCC(F)(F)F)cc2C1=O	-6	-13
O=S(=O)(Nc1ccc2c(c1)nc1n2CCOC1)c1ccc(Cl)cc1	-13	5
O=C(c1cccc(-c2ccc(O)cc2)c1)N1CCN(c2ccc(F)cc2)CC1	-27	8
COc1ccc(CNS(=O)(=O)CCNCc2ccccc2OC)cc1	8	-10
O=C(c1nc2ccccn2c1CNCCCn1cccn1)N1CCCC1	-2	7

5 entries out of the list, arranged by molar mass, high to low:
SMILES	TAG inh	TAG inh DAPI viability
Brc1ccccc1-c1nnc(CSc2nncn2-c2ccccc2)o1	21	1
O=C(c1nc2ccccn2c1CNCCCn1cccn1)N1CCCC1	-2	7
CC(=O)c1c(C)n(-c2ccccc2)c2ccc(OCC(N)=O)cc12	0	16
COC(=O)C1=C(C)N(c2cccc3ccccc23)C(=O)C1	-7	-13
Cc1ccc(S(=O)(=O)NCc2ccccn2)c(C)c1	-12	2

(cont.)
SMILES	TAG inh	TAG inh DAPI viability
CC(C)c1ccc(NC(=O)NCc2cccnc2)cc1	-6	-4
O=C(c1n[nH]c(=O)c2ccccc12)N1CCN(S(=O)(=O)c2ccccc2Cl)CC1	15	-4
S=c1[nH]nc(-c2ccccc2)n1CC1CCCO1 (stereo not given)	13	-4
OC(Cc1cccc(Br)c1)c1ncc(-c2cccc(C(F)(F)F)c2)[nH]1 (stereo not given)	-30	6
O=C(Nc1ccnc(-c2ccncc2)n1)c1ccc(F)cc1	13	-2
COc1ccc(S(=O)(=O)Nc2cc(C)ccn2)cc1	3	13
COc1ccc(-n2c(Cc3ccccc3)nnc2SCC(=O)N2CCCc3ccccc32)cc1	9	-14
CC(=O)c1cccc(NC(=O)C(C)OC(=O)/C=C/c2cccs2)c1 (stereo not given)	5	1
CCOc1ccc(Br)cc1C1C(C(=O)OC)=C(N)Oc2cc(N(C)C)ccc21 (stereo not given)	43	-19
CCN(CC)C(=O)N1CCN(C(=O)c2ccc(C)cn2)CC1	3	-5
O=C(NCc1ccc(F)cc1)C(=O)NCC1OCCN1S(=O)(=O)c1ccc2c(c1)OCCO2 (stereo not given)	19	-1
N#C/C(=C/c1cccnc1)c1ccccc1	-1	-3
Cc1c(OCC(=O)OC(C)C)ccc2c3c(c(=O)oc12)CCC3	-9	4
CC(=O)c1cccc(N(C(=O)CNC(=O)c2ccco2)C(C(=O)NCc2ccco2)c2ccccc2)c1 (stereo not given)	-23	0
COc1ccccc1CNC(=O)COC(=O)COc1ccccc1Cc1ccccc1	19	5
CCc1nc2ccccc2n1CCc1ccccc1	-23	2
Cc1ccc(NC(=S)NC(=O)C2CC2)cc1Cl	12	-9
Fc1ccc(NC(=S)Nc2cccc3ccccc23)cc1F	9	5
C=CCn1c(=O)c2c3c(sc2n2c(Nc4ccc(OC)cc4)nnc12)CCCC3	20	4
N#C/C(=C\c1ccc(N2CCOCC2)o1)C(=O)NC1CCCCC1	5	-5
CCOC(=O)/C(N=Nc1ccc(C(=O)O)cc1[N+](=O)[O-])=C(\C)O	3	0
COc1ccc(CNC(=O)COC(=O)c2ccc(OCC3CCCO3)cc2)cc1 (stereo not given)	4	27
CCOC(=O)[C@H]1[C@H]2COc3cc(OC)ccc3[C@@H]2N2C(=O)CN(Cc3ccc(OC)cc3)C(=O)[C@@]12C	22	-18
COc1ccc(CN2C(=O)CN=C2Nc2cc(C)ccc2C)cc1	19	-4
CC(=O)Nc1ccc(C(=O)OC2CCOC2=O)cc1 (stereo not given)	-14	9
CSc1ccccc1NC(=O)Cn1nc([N+](=O)[O-])c(Cl)c1C	-7	-1
CCC(=O)NNC(=O)c1c(O)c2ccccc2[nH]c1=O	3	0
O=C(CSc1nc2sc3c(c2c(=O)[nH]1)CCC3)NCCO	-8	5
CCOc1cc(/C=C2\C(=O)N(CCC#N)N=C2C)ccc1OCC(N)=O	-17	7
O=C(OCC(=O)N1CCC(Cc2ccccc2)CC1)c1ccccc1F	-7	0
COCCn1c(N)c(N(Cc2ccccc2)C(=O)c2ccc3ccccc3c2)c(=O)[nH]c1=O	-6	-5
O=C(c1cc([N+](=O)[O-])ccc1N1CCOCC1)N1CCN(S(=O)(=O)c2ccc(F)cc2)CC1	-5	-6
CCOCCN(C(=O)c1ccccc1Cl)c1cccc(C)c1C	-30	12
COc1ccc(-c2cc(C(=O)N3CCN(c4ccccc4)CC3)no2)cc1OC	2	0
CCOc1ccccc1/C=C(\C(=O)O)c1ccc(S(=O)(=O)N2CCCCC2)s1	-22	3
Cc1cc(C(=O)NN)c(C)o1	-7	5
COc1ccc(OC)c(NC(=O)COC(=O)c2nc(Cl)ccc2Cl)c1	-1	-2
O=C(CCNS(=O)(=O)c1ccccc1)OCc1nc2ccsc2c(=O)[nH]1	-7	-1
Cc1cc(NC(=O)CCN2CCN(CCO)CC2)ccc1Br	1	6
CCCc1ccc(OCc2nc(-c3ccc(NC(=O)c4ccco4)cc3)no2)cc1	-1	0
CC(C)CC(=O)N1CCN(Cc2cccc(F)c2)CC1	-14	2
Clc1ccc(CSc2nnc(Cn3cnc4ccccc43)o2)cc1	-12	-10
CCOC(=O)C1(Cc2ccccc2C)CCCN(C(=O)c2ccccn2)C1 (stereo not given)	-1	-3
COc1ccc(CCn2c(O)cc3nn(-c4nc5ccccc5s4)c(=O)c-3c2C)cc1	4	-2
Cc1onc(-c2ccccc2)c1C(=O)NCC1COc2ccccc2O1 (stereo not given)	1	1
O=C1Nc2ccccc2N(O)N1c1ccc(S(=O)(=O)Nc2ccccn2)cc1	-6	-3
COC(=O)CN1C(=O)C(O)=C(C(C)=O)C1c1ccc([N+](=O)[O-])cc1 (stereo not given)	-10	-10
Cc1nn(C)c(Oc2ccccc2)c1CCNC(=O)CC(C)C	-8	1
Cc1ccc(OCCC(=O)Nc2ccc(C)c(S(=O)(=O)N3CCOCC3)c2)cc1	-20	4
CC(=O)NCCOc1ccc2oc3ccccc3c2c1	-15	5
Cc1nc(SCC(=O)N(C)C2CCS(=O)(=O)C2)c(C#N)c(C)c1C (stereo not given)	-15	5
CCc1nc2c(OCc3ccc(Cl)cc3Cl)cccn2c1N(C)C(=O)c1ccccc1F	-5	-3
O=C(NCc1cccc(Cl)c1)c1ccc(-c2csnn2)cc1	1	-11
CCOc1ccccc1C(=O)N(C)Cc1cc2ccccc2[nH]c1=O	-16	-1
c1ccc(-c2noc(C3CCC3)n2)nc1	8	-10
CCN1CCSc2ccc(C(=O)NCc3ccccc3C)cc21	-9	18
O=C(Nc1cccc(C(=O)N2CCCC2)c1)C1CCC1	3	6
O=C(O)c1cc(-c2cccs2)nn1-c1ccc(F)cc1	10	-6
COc1ccc(NC(=O)CSc2nc(N)c(NC(=O)c3ccccc3F)c(=O)[nH]2)cc1	-3	6
Cc1ccc(CN2C(=O)C(C)(C)Oc3ccc(C(=O)N4CCCCC4)cc32)cc1	7	-5
CCCCNC(=O)O[C@H]1C[C@@H]2CCN3C(=O)CCC(C)(C)[C@H](C1)[C@H]23	1	11

Grouped by structure: the entries above containing a furan ring, fused or not
SMILES	TAG inh	TAG inh DAPI viability
Cc1cc(C)cc(N(CC(=O)NCc2ccco2)C(=O)CCC(=O)Nc2nccs2)c1	-2	2
Cc1ccc(NC(=O)CCC(=O)NN=Cc2ccc(C)o2)c(C)c1	14	-2
Cc1cc(C(=O)COC(=O)[C@H](C)NC(=O)c2ccco2)c(C)n1Cc1ccco1	18	-20
CC(=O)c1cccc(N(C(=O)CNC(=O)c2ccco2)C(C(=O)NCc2ccco2)c2ccccc2)c1 (stereo not given)	-23	0
N#C/C(=C\c1ccc(N2CCOCC2)o1)C(=O)NC1CCCCC1	5	-5
Cc1cc(C(=O)NN)c(C)o1	-7	5
CCCc1ccc(OCc2nc(-c3ccc(NC(=O)c4ccco4)cc3)no2)cc1	-1	0
CC(=O)NCCOc1ccc2oc3ccccc3c2c1	-15	5

Screening results as filed in PubChem.

These rows are one share of the data; the hit share may differ from the screen's.
